High-throughput results (PubChem)
RECQ1 inh: inhibitors of human RECQ1 DNA helicase; P46063; RECQ1 DNA unwinding, red fluorescence kinetic read; Potency, µM (titrated, usually from 57.3 µM), for inactives: at the highest dose activity, negative = inhibition, hits mostly inhibitors; 0.54% of 240,000 active; AID 2549;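 further: plate controls were vehicle for no effect and no enzyme for full effect; nearly all actives have a fitted effect of over 30% in size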
Target sequence (P46063 whole entry, looked up): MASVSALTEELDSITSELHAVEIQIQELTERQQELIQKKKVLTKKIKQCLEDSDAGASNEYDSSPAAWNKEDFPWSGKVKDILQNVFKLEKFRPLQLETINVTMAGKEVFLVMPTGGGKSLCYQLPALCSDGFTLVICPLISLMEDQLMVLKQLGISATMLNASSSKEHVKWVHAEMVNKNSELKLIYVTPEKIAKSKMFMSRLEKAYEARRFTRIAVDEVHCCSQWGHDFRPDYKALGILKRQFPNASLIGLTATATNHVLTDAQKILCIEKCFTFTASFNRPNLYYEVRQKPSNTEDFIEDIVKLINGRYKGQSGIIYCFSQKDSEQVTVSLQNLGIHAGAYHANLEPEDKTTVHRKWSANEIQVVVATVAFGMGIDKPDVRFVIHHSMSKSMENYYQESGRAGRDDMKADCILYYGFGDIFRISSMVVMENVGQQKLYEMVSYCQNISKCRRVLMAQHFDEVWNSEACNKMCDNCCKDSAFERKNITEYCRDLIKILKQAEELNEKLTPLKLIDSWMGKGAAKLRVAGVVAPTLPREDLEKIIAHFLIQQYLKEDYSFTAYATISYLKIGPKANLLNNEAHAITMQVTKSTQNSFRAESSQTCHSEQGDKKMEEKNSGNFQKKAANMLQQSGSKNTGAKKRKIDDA
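RECQ1T1 50 nM; forked duplex (20 bp + 30-nt ss tails) 200 nM, ATP 2 mM final; pH 8.0, 2 mM MgCl2, 2.5 ug/ml poly(dI-dC); 15 min compound preincubation; discontinuous kinetic read over 2 h at RT.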
TexasRed fluor: Texas Red fluorescence interference in TRb-SRC2 counter-screen | TRb/SRC2 Texas Red total fluorescence interference | Potency, µM (top dose mostly 106 µM), for inactives: at the highest dose fluorescence change, negative = quenching | 0.29% of 280,000 active | AID 1479; active means well fitted curve in either direction with a large enough effect; inconclusive means small, poorly fitted or top-dose-only effect; further: on the % scale 0 is the no-effect control and ±100 the full control effect
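Human TRβ ligand-binding domain (0.6 uM) and Texas Red SRC2 peptide (20 nM) in Tris buffer with 1 uM T3 and 5% DMSO were incubated with pinned compound for 5 hr at ambient temperature. Total fluorescence was computed as S + 2P (555/632 nm).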
Tau fluor counter: counter-screen for tau fibril formation inhibitors | tau K18 P301L Alexa594 fluorescence, heparin fibrillization | Potency, µM (titrated, usually from 57.7 µM), for the others: at the highest dose activity change, negative = decrease | 0.93% of 280,000 active; further: on the % scale 0 is the no-effect control and ±100 the full control effect; nearly all actives have a fitted effect of over 55% in size
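Human K18 P301L tau (15 uM unlabeled plus 0.24 uM Alexa 594-labeled, final) in 100 mM sodium acetate pH 7 was mixed with compound and 20 uM heparin and incubated 6 hr at 37 C.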
TRb-SRC2 inh: TRbeta-SRC2 interaction inhibition; P10828; TRbeta-SRC2 peptide binding, fluorescence polarization; receptor liganded with 1 µM T3; Potency, µM (top dose mostly 106 µM), without a hit: at the top dose activity change, negative = inhibition, most hits filed as inhibitors; 0.065% of 280,000 active;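 further: plate controls were bound peptide for no effect and peptide without receptor for full effect; nearly all actives have a fitted effect of over 50% in size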
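Human TRb ligand-binding domain (0.6 uM) is mixed with 20 nM Texas Red SRC2 peptide and 1 uM T3; after compound addition and 5 hr at ambient temperature, polarization is measured and normalized to unbound and bound controls.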
L3MBTL1 inh: L3MBTL1 (human) inhibition; Q9Y468; AlphaScreen L3MBTL1–H3K9me1 peptide binding; Potency, µM (highest dose often 57.1 µM), inactives show at the top dose activity, negative = inhibition, most hits filed as inhibitors; 0.66% of 230,000 active; AID 485360; further: on the % scale 0 is the no-effect control and ±100 the full control effect; nearly all actives have a fitted effect of over 60% in size
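First, the protein-peptide complex forms for 30 min at room temperature (L3MBTL1 50 nM, biotinylated H3K9me1 peptide 75 nM). Next, compounds are pin-transferred and incubated 30 min. Finally, AlphaScreen beads are added and read after 30 min.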
Tau fibril FP: blocks human tau fibril formation measured by polarization; P10636; K18 P301L tau heparin fibrillization, Alexa594 FP, 6 h; Potency, µM (series often up to 57.7 µM), for inactives: at the highest dose activity, negative = inhibition, hits mostly inhibitors; 0.39% of 280,000 active; further: on the % scale 0 is the no-effect control and ±100 the full control effect; nearly all actives have a fitted effect of over 55% in size
Target sequence (P10636 561-689 P618L limits assumed): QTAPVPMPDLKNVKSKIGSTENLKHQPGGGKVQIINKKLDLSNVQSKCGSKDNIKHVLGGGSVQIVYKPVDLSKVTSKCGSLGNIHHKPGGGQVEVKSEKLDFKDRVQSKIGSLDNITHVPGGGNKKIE
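Human K18 P301L fragment (15 uM unlabeled plus 0.24 uM Alexa 594-labeled) in 100 mM sodium acetate pH 7 with compound, aggregation induced by 20 uM heparin for 6 hr at 37 C. ThT (30 uM) added for 1 hr, then Alexa 594 FP read.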
Tau ThT inhib: inhibitors of human tau fibril formation, thioflavin T binding; P10636; recombinant tau K18 P301L (four-repeat tau fragment), heparin-induced fibrillization, ThT fluorescence; Potency, µM (doses to about 57.4 µM), for the others: at the top dose activity, negative = inhibition, actives largely listed as inhibitors; 2.1% of 270,000 active; AID 1460; further: on the % scale 0 is the no-effect control and ±100 the full control effect; nearly all actives have a fitted effect of over 55% in size
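Tau K18 P301L fragment (15 uM unlabeled plus 0.24 uM Alexa 594-labeled) in 100 mM sodium acetate pH 7 with compound, fibrillization induced by 20 uM heparin for 6 hr at 37 C. Thioflavin T (30 uM) added, fluorescence read after 1 hr (ex 450, em 510 nm).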
HTT ATP protect: Huntington cell model cytoprotection by ATP luminescence | AID 1471 | PC12 HTT-Q103 induced, cytoprotection, ATP luminescence, 40 h | 0.14% of 230,000 active | Potency, µM (highest dose often 56.4 µM), for inactives: cytoprotection (ATP increase), hits mostly activators;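 further: % of control where 0% means no effect; nearly all actives have a fitted effect of over 45% in size; toxic huntingtin expression switched on by the ecdysone agonist tebufenozide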
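ATP quantification (ATPlite) reports survival of PC12 cells in which tebufenozide, 100 nM final, switches on Htt exon 1 with 103 glutamines linked to GFP; compounds are titrated.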
* = called active by the depositor; i = inactive; ? = inconclusive; · = no result given; [ ] = another dose, or the depositor's remark. Unless noted, the call rests on the fitted dose curve; in most records, active means well fitted curve in the direction sought with a large enough effect; inconclusive means small, poorly fitted or top-dose-only effect, or another doubt; inactive means no such curve, though single readings can be large; an effect the other way counts as inactive or inconclusive. Potency means the concentration at half of the fitted maximal effect.

SMILES	RECQ1 inh	TexasRed fluor	Tau fluor counter	TRb-SRC2 inh	L3MBTL1 inh	Tau fibril FP	Tau ThT inhib	HTT ATP protect
COc1ccc(NC(=O)CCN2C(=O)/C(=C/c3ccc4c(c3)OCO4)SC2=S)cc1	i	-2%	-11%	-5%	·	3%	?	2%[10 µM]
COc1ccc(OC)c2[nH]c(=O)c(CCNC(C)=O)cc12	i	-5%	5%	-3%	9%	-1%	1%	28%[10 µM]
Cc1c(NC(=O)C(C)OC(=O)c2ccc([N+](=O)[O-])s2)c(=O)n(-c2ccccc2)n1C (stereo unspecified)	-8%	-1%	-2%	7%	-20%	-7%	-8%	13%[10 µM]
OCCN1CCN(CCOc2ccccc2-c2ccccc2)CC1	-6%	-9%	4%	-8%	27%	6%	3%	·
CCn1c(CNC(=O)C23CC4CC(CC(C4)C2)C3)nnc1SCC(=O)Nc1ccc(F)cc1	·	-2%	-22%	3%	·	-6%	0%	·
O=C(Nc1ccsc1C(=O)NC1CCCCC1)c1ccccc1	-2%	-1%	-23%	-15%	0%	-6%	1%	16%[10 µM]
COCCCNC(=O)c1ccccc1C(F)(F)F	13%	-3%	-6%	0%	·	-4%	·	0%[10 µM]
Cc1ccc(NC(=O)CSc2nc3ncccc3[nH]2)cc1F	·	7%	-13%	-2%	·	-5%	-10%	·
COc1nc(Oc2ccc(=O)n(C)n2)nc(N(C)C)n1	-12%	0%	9%	-1%	2%	1%	4%	5%
Clc1cccc(CSc2ccc(-c3cccnc3)nn2)c1	-1%	0%	-15%	-8%	·	9%	?	-47%[inhibitor]
COc1ccc(-c2nn(-c3ccccc3)cc2C(=O)NCCCn2ccnc2)cc1	-8%	-1%	-7%	3%	-16%	2%	7%	-20%
CC(=O)Nc1ccc(NC(=O)C(OC(=O)c2ccccc2)C(OC(=O)c2ccccc2)C(=O)O)cc1 (stereo unspecified)	-5%	-2%	-14%	0%	4%	-4%	-13%	9%[10 µM]
Cc1nnc(SCC(=O)NC(=O)Nc2ccc3c(c2)OCCO3)s1	-2%	-2%	-12%	-2%	·	5%	-19%	-16%
O=C1/C(=C/c2cccs2)CCc2ccccc21	-6%	1%	-20%	-15%	·	-5%	?	-20%
c1ccc(Cn2nnc3cnccc32)cc1	-8%	-3%	5%	5%	-2%	3%	-4%	-15%[0.074 µM]
NC(=O)c1cc(S(=O)(=O)NCC2CCC(C(=O)Nc3ccc(Cl)cc3)CC2)cs1 (stereo unspecified)	·	-1%	-2%	-2%	·	?	11%	·
Cc1c(Cl)cccc1NCC(=O)NN=C1CCCC1	i	2%	8%	1%	?	1%	10%	·
C=C(C)c1cccc(C(C)(C)NC(=O)Nn2cnnc2)c1	-6%	1%	5%	-3%	8%	1%	-5%	6%
COc1cc(C2C(C#N)=C(N)Oc3cc(C)n(CCc4ccccc4)c(=O)c32)cc2c1OCO2 (stereo unspecified)	-1%	3%	-22%	4%	0%[11.4 µM]	?	-15%	-2%
COc1ccc(-c2oc(NC(=O)CSc3nncn3C)c(C#N)c2-c2ccc(OC)cc2)cc1	-8%	?	?	?	·	4%	-9%	-13%
O=C(Nc1ccc(Cl)cc1)c1ccc2oc(=O)n(Cc3ccccc3)c2c1	·	-1%	-22%	3%	·	?	29%	·
Cc1ccc(CNS(=O)(=O)c2ccccc2[N+](=O)[O-])cc1	5%	4%	-12%	11%	-14%	0%	-5%	12%[10 µM]
CC(OC(=O)C1CSC2(c3ccc(F)cc3)CCC(=O)N12)C(=O)NC(N)=O (stereo unspecified)	-7%	-5%	7%	-2%	8%	8%	-2%	15%[10 µM]
Cc1ccc(C(=O)NCCNC(=O)c2ccccc2)cc1	-3%	0%	-14%	-2%	9%	-4%	-13%	7%[10 µM]
CC(=O)N1CCN(CC(=O)Nc2cccc(S(=O)(=O)N3CCCCCC3)c2)CC1	-4%	-1%	0%	-3%	-2%	6%	1%	-15%
CC(C)Cc1nnc(NC(=O)CSc2ccccn2)s1	-8%	-2%	-14%	1%	·	-5%	-16%	-7%[10 µM]
COc1ccc(S(=O)(=O)Nc2cc(C(=O)NC(C)C)ccc2N2CCOCC2)cc1	2%	-3%	-14%	-4%	·	-2%	-8%	16%
Cn1c(=O)oc2cc(S(=O)(=O)NC(Cc3ccccc3)C(=O)Nc3ccc(F)c(Cl)c3)ccc21 (stereo unspecified)	·	-11%	11%	2%	·	?	18%	·
CC1=C(C(=O)OC2CCCCC2)C(c2ccco2)C2=C(CC(C)(C)CC2=O)N1 (stereo unspecified)	i	0%	-9%	9%	6%	-2%	-13%	10%
Cc1ccc(NC(=S)NCCO)c(C)c1	-15%	1%	-4%	1%	5%	-6%	-12%	1%[10 µM]

Quoted from the entries so far for reference:
SMILES	RECQ1 inh	TexasRed fluor	Tau fluor counter	TRb-SRC2 inh	L3MBTL1 inh	Tau fibril FP	Tau ThT inhib	HTT ATP protect
COc1ccc(S(=O)(=O)Nc2cc(C(=O)NC(C)C)ccc2N2CCOCC2)cc1	2%	-3%	-14%	-4%	·	-2%	-8%	16%
Cn1c(=O)oc2cc(S(=O)(=O)NC(Cc3ccccc3)C(=O)Nc3ccc(F)c(Cl)c3)ccc21 (stereo unspecified)	·	-11%	11%	2%	·	?	18%	·
CC1=C(C(=O)OC2CCCCC2)C(c2ccco2)C2=C(CC(C)(C)CC2=O)N1 (stereo unspecified)	i	0%	-9%	9%	6%	-2%	-13%	10%
Cc1ccc(NC(=S)NCCO)c(C)c1	-15%	1%	-4%	1%	5%	-6%	-12%	1%[10 µM]

The listing continues:
SMILES	RECQ1 inh	TexasRed fluor	Tau fluor counter	TRb-SRC2 inh	L3MBTL1 inh	Tau fibril FP	Tau ThT inhib	HTT ATP protect
N#Cc1ccccc1Cn1c(=O)n(CCC(=O)NCc2ccco2)c(=O)c2ccccc21	-12%	2%	-8%	0%	2%	-8%	-4%	·
O=C1NC2(CCCCCCC2)C(=O)N1Cc1ccc(F)cc1	i	1%	-4%	3%	-1%	-2%	-3%	22%[10 µM]
CCc1cccc(NC(=O)C(c2ccccc2)N2Cc3ccccc3C2=O)c1 (stereo unspecified)	·	-9%	-12%	1%	·	-11%	-1%	·
Cc1cccc(NC(=S)Nc2cccc(C(F)(F)F)c2)n1	-16%	0%	-12%	6%	2%	-12%	-1%	11%[10 µM]
Cc1nc(-c2ccccc2)sc1C1(C)CC(c2c(Cl)cccc2Cl)=NO1 (stereo unspecified)	-5%	-1%	-22%	-1%	·	-15%	-13%	-5%[10 µM]
Cc1ccc(S(=O)(=O)NCC(c2cccnc2)N2CCOCC2)cc1 (stereo unspecified)	i	-2%	-6%	0%	·	5%	-5%	3%
CN1CCc2c(C#N)c(N3CCOCC3)nc(NCC3CCCO3)c2C1 (stereo unspecified)	8%	0%	-8%	0%	-9%	?	-10%	7%[10 µM]
COc1ccc(C(=O)CN(C(=O)c2ccc(Cl)cc2)N2C(=O)C3CCCCC3C2=O)cc1 (stereo unspecified)	-12%	-1%	-17%	-3%	·	-1%	-18%	-9%
Cc1ccc(C(=O)CSc2nc3ccc(C(=O)NCCN4CCCCC4)cc3c(=O)[nH]2)cc1	i	-4%	-18%	-1%	·	2%	-16%	6%[10 µM]
CC(C)CC(c1nnnn1CC1CCCO1)N1CCN(c2cccc(Cl)c2)CC1 (stereo unspecified)	i	-2%	-13%	1%	10%	5%	-15%	-9%[10 µM]
COCc1nnc(NS(=O)(=O)c2ccc(NC(C)=O)cc2)s1	-4%	-7%	8%	-9%	0%	-1%	0%	3%
CC(=O)N1CCN(c2ccccc2NC(=O)c2ccc(-c3cccc([N+](=O)[O-])c3)o2)CC1	-20%	-5%	-7%	8%	-10%[11.4 µM]	-3%	-6%	-49%[inhibitor]
Cc1ccc(-c2nc3c(cnn3-c3ccccc3)c(=O)n2-c2ccc(Cl)cc2)cc1	·	-7%	-7%	4%	·	-3%	-9%	·
CSc1nnc(-c2sc3cc(Cl)ccc3c2Cl)n1C	i	-1%	-1%	6%	·	1%	?	-17%
C=CCSc1nc2ccsc2c(=O)n1-c1ccccc1	i	-1%	-5%	8%	·	-6%	-9%	-29%
CCOc1ccc(N2CC(C(=O)NCc3nnnn3-c3ccc(C)c(C)c3)CC2=O)cc1 (stereo unspecified)	·	-3%	2%	-3%	·	-3%	0%	·
C=CCNC(=O)c1cccc(NS(=O)(=O)c2ccc(Cl)cc2)c1	-8%	-2%	-2%	-1%	·	1%	4%	1%
O=C(O)Cc1sc(Nc2ccc(F)cc2)nc1-c1cccs1	i	4%	?	-2%	-10%	10%	?	-33%[inhibitor]
Cc1ccc(NS(=O)(=O)c2ccccc2[N+](=O)[O-])cc1C	4%	2%	-27%	-2%	·	5%	-10%	-15%
Cn1c(C(O)c2ccc(Cl)cc2)nc(Cl)c1Cl (stereo unspecified)	-9%	-2%	0%	1%	-11%	0%	-5%	-10%[0.074 µM]
CCn1c(SCC(=O)NC2CCCc3ccccc32)nnc1-c1ccncc1 (stereo unspecified)	1%	-11%	1%	0%	2%	-4%	-3%	-1%[1.9 µM]
O=C1C2C(C(=O)N1Cc1ccco1)C1C=CC2C12CC2 (stereo unspecified)	11%	2%	-2%	-16%	-9%	3%	-2%	-6%
COc1ccc(-n2cc(C(=O)Nc3cc([N+](=O)[O-])ccc3OC)c3ccccc3c2=O)cc1	-9%	0%	-8%	4%	-5%	9%	12%	-15%[10 µM]
CCOC(=O)C1CCN(C(=O)c2nn(-c3ccc(OC)c(Cl)c3)c(=O)c3c2c2ccccc2n3C)CC1	·	0%	-16%	-1%	·	-12%	-6%	·
COc1ccccc1CNC(=O)C1CCCN(c2nnc(C)c3c(C)n(-c4ccccc4)nc23)C1 (stereo unspecified)	·	0%	2%	-6%	·	1%	-9%	·
O=C1CCc2cc(S(=O)(=O)NCCC(=O)N3CCN(c4cccc(Cl)c4)CC3)ccc2N1	1%	-3%	-16%	-6%	-2%[11.4 µM]	-2%	-14%	-29%[10 µM]

Some of the compounds tested; the hit share may differ from the screen's.
